UDG counter: counter-screen for AID inhibitors: uracil-DNA glycosylase inhibition. FRET deamination/UDG coupled assay, UDG read, 4 h. Potency, µM (titrated, usually from 115 µM), inactives show top-dose activity change, negative = inhibition, most hits filed as inhibitors. 91,000 compounds, 0.14% hits; note: nearly all actives have a fitted effect of over 65% in size
AID inhibitor: inhibitors of human activation induced cytidine deaminase; Potency, µM (top dose mostly 115 µM), without a hit: top-dose activity change, negative = inhibition, most hits filed as inhibitors; AID 1347428; AID deamination FRET fluorescence, UDG-coupled, 4 h; 91,000 compounds, 0.32% hits; note: nearly all actives have a fitted effect of over 25% in size
Target sequence (Q9GZX7 whole entry, looked up): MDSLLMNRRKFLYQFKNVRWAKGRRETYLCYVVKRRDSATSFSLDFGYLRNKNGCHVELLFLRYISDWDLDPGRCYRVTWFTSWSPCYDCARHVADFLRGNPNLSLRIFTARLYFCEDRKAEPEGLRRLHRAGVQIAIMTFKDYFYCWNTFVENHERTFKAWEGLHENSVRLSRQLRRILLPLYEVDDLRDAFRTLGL
* marks the source's active call; other numbers are inactive results; ? = inconclusive; [ ] = remark or other dose. Calls come from the whole dose curve; as a rule, active = well fitted curve in the direction sought with a large enough effect; inconclusive = small, poorly fitted or top-dose-only effect, or another doubt; inactive = no such curve, though single readings can be large; an effect the other way counts as inactive or inconclusive. % is set by controls: 0 for no effect and ±100 for the full control effect; potency is the fitted concentration of half-maximal effect.

SMILES	UDG counter	AID inhibitor
COc1ccc2cc(C(=O)/C=C/c3ccc(C(=O)O)cc3)ccc2c1	6%	10%
N#CCCn1cc(C(=O)Nc2ccccc2Cl)c(-c2cccs2)n1	0%	-4%
C=CCC(C(=O)c1ccccc1)[N+](C)(C)CC=C (stereo not given)	7%	8%
CC(=O)c1cn(CC(=O)NCc2ccc(F)cc2)c2ccccc12	-12%	-11%
Cc1ccc(C)c(NC(=O)CCCn2c(C)c3cnn(-c4ccccc4)c(=O)c3c2C)c1	6%	?
Cc1ccccc1Cn1c(=O)n(CCCCCC(=O)NCc2ccc3c(c2)OCO3)c(=O)c2sccc21	-6%	2%
O=C(Nc1ccccc1Cl)N1CCSc2ccccc21	0%	-4%
Cc1ccc(-n2nnc(C(=O)OCc3ccccc3C)c2C)cc1	-6%	-7%
CN(CC(=O)NC(=O)NCC(F)(F)F)c1ccccc1	-4%	-4%
O=C(CN1C(=O)CC(c2ccco2)Sc2ccccc21)Nc1ccc(OC(F)(F)F)cc1 (stereo not given)	12%	22%
CC(C)(C)c1ccc(-c2nnc(-c3ccccc3NC(=O)c3cccc(C(F)(F)F)c3)o2)cc1	2%	?
COc1cc(OC)cc(-c2nc3nc(C)c(CCC(=O)Nc4ccc(C)c(C)c4)c(C)n3n2)c1	-6%	-5%
C(=N\N=C1c2ccccc2-c2ccccc21)/c1cccnc1	-1%	-12%
COc1ccc(Nc2nc(N3CCN(CCO)CC3)nc3nccnc23)cc1	5%	4%
COc1ccc(CCNc2nc3ccccc3c3nc(-c4cccc(C)c4)nn23)cc1OC	-11%	7%
Cc1cccc(/C=N/Nc2cc(C(F)(F)F)ccc2Cl)c1	-10%	-17%
Cc1cccc(C)c1NC(=O)C(NS(=O)(=O)c1cccs1)c1ccccc1 (stereo not given)	20%	1%
COCCn1cnnc1SCc1ccc(Cl)cc1	8%	4%
NC(=O)C12CC3CC(CC(Cl)(C3)C1)C2	7%	10%
O=[N+]([O-])c1ccccc1/C=C/C=N/Nc1ccc(Cl)nn1	4%	8%
CNC(=O)c1ccc(-c2nc(CN3CCN(C(=O)Nc4ccc(C)cc4)CC3)c(C)o2)cc1	7%	-9%
Cc1cc(N2CCCC2)n2nc(-c3ccccc3C)nc2n1	-7%	-18%
COC(=O)CC(N)c1cccc(C)c1C (stereo not given)	2%	1%
CCCC(=O)OCc1cnc(C)c2oc(=O)c(C(=O)Nc3ccc(F)cc3C)cc12	-16%	13%
Cc1ccc(C(C)C)c(OCC(=O)Nc2ccc3c(c2)nc(CCNC(=O)c2ccco2)n3C)c1	-17%	7%
More structures
SMILES	UDG counter	AID inhibitor
CCN(C(=O)Cn1cc(S(=O)(=O)N2CCN(c3ccccc3F)CC2)c2ccccc2c1=O)c1ccc(C)c(C)c1	-12%	-5%
CC(=O)Nc1ccc(S(=O)(=O)Nc2ccc3c(c2)n(C)c(=O)n3C)c(C)c1	2%	50%[activator]
O=c1[nH]c(CSc2nnc(-c3ccco3)n2C2CCCCC2)nc2ccccc12	6%	-6%
CCCCNC(=O)Cn1nc(N2CCN(c3ccccc3OC)CC2)ccc1=O	-19%[57.5 µM]	13%
O=C(COC(=O)Cc1ccc(Cl)cc1)NCc1ccc(Cl)cc1	-3%	-4%
CC(C)(C)c1ccc(C(=O)Nc2ccc(F)c(F)c2F)cc1	-8%	-4%
C=C(Cl)CN1CCC(CC(N)=O)CC1	-5%	-2%
Cc1ccc(-c2nn(C)c(=O)c3ccccc23)cc1S(N)(=O)=O	5%	0%
Cc1ccccc1Cn1c(N2CCN(CC(N)=O)CC2)nc2c1c(=O)[nH]c(=O)n2C	-3%	2%
NC(=O)CSc1nnc(-c2ccccc2Cl)n1-c1cccc(C(F)(F)F)c1	7%	-2%
CC(=O)c1ccc(OCCCC(=O)OCc2ccc(C#N)cc2F)cc1	-3%	-10%
CC1CCN(c2oc(-c3cccs3)nc2S(=O)(=O)c2ccc(Cl)cc2)CC1	-26%[57.5 µM]	?
Cc1oc(-c2ccc(Cl)cc2)nc1CSc1nc2ncccc2[nH]1	4%[57.5 µM]	16%
Cc1cc(C(=O)CN2CCN(c3ccc(O)cc3)CC2)c(C)n1C1CCS(=O)(=O)C1 (stereo not given)	1%	7%
Cc1ccc(-n2c(=O)c3c(C)c(C)sc3n(CC(=O)c3ccc(Cl)cc3)c2=O)cc1C	34%[activator]	3%
Cc1nc(N2CCN(C(=O)CN3CCCCC3)CC2)c(C#N)c2c1COC(C)(C)C2	3%	-4%
CC12CN3CC(c4ccccc4)(CN(C1)C3c1ccc(O)cc1)C2=O (stereo not given)	6%	22%
COc1ccc2cc(C(=O)N3CCN(S(=O)(=O)c4cc(C)ccc4C)CC3)c(C)nc2c1	-13%	-19%
CC(C)Cc1ccc(S(=O)(=O)N2CCN(Cc3noc(CCC(=O)N4CCCCC4)n3)CC2)cc1	1%	-19%
O=C(NCCCO)C(O)(c1ccccc1)c1ccccc1	4%	-3%
CN(C)CCNC(=O)CC1CCN(C(=O)c2nnc(C(=O)Nc3cccc(Cl)c3)s2)CC1	4%	-1%
Cc1ccc(Cl)cc1NC(=O)C(NS(=O)(=O)c1ccc2c(c1)CCC(=O)N2)c1ccccc1 (stereo not given)	-3%	5%
COc1cc(CN(CC2CCCO2)C(=O)c2ccc(F)cc2)cc(OC)c1OC (stereo not given)	-8%	-9%
Cc1nc(SC(C)c2ccc(F)c(Cl)c2)sc1CC(N)=O (stereo not given)	5%	-2%
Cc1ccc(COc2ccc(Cl)cc2C=O)cc1	7%	-12%

Compound profiles (already shown):
Cc1ccc(-c2nn(C)c(=O)c3ccccc23)cc1S(N)(=O)=O is listed with UDG counter: 5%; AID inhibitor: 0%
O=C(COC(=O)Cc1ccc(Cl)cc1)NCc1ccc(Cl)cc1 is listed with UDG counter: -3%; AID inhibitor: -4%
CC1CCN(c2oc(-c3cccs3)nc2S(=O)(=O)c2ccc(Cl)cc2)CC1 is listed with UDG counter: -26%[57.5 µM]; AID inhibitor: ?

(listing goes on)
SMILES	UDG counter	AID inhibitor
CCN1C(=O)c2ccccc2S(=O)c2ccc(C(=O)N3CCN(c4ccccc4OC)CC3)cc21 (stereo not given)	1%	-30%
CCOC(=O)C1=C(CN2CCN(c3ccc(Cl)cc3)CC2)NC(=O)NC1c1ccc(F)cc1 (stereo not given)	-12%[57.5 µM]	-12%
COc1cc(C#N)ccc1OCc1ccccc1C#N	1%	3%
COC(=O)c1ccccc1NC(=O)c1c(NC(=O)c2ccco2)sc2c1CCC(C(C)(C)C)C2 (stereo not given)	?	-17%[57.5 µM]
COc1ccc(NC(=O)Cn2nc(SC)c(S(=O)(=O)c3ccc(C)cc3)c2N)cc1OC	8%	-2%
CC(C)CC(=O)Nc1cccc(C(=O)Nc2cccc(C(=O)O)c2)c1	-9%	-5%
O=C(O)/C=C/c1ccc([N+](=O)[O-])cc1	-7%	-4%
CCn1cc(C(=O)NCCCOC(C)C)c(=O)c2cc(S(=O)(=O)N(C)C3CCCCC3)ccc21	-21%	?
O=C(Nc1nc2ccc(F)cc2s1)c1nc(SCc2ccccc2F)ncc1Cl	?	-21%
COC(=O)CC1=C(C(=O)OC)C(c2ccc(C(=O)OC)cc2)C(C#N)=C(N)O1 (stereo not given)	6%	-5%
O=C(Cc1c[nH]c2ccccc12)Nc1ccccc1Cl	-2%	18%
Cc1cc(C)c(/C=C/c2onc(C)c2S(=O)(=O)N2CCC(C(=O)Nc3ccc(Cl)cc3C)CC2)c(C)c1	-2%	0%
COc1cc(-c2c(NC(=O)C(C)C)oc3c(C)cccc3c2=O)cc(OC)c1OC	7%	-4%
O=C(Nc1ccccc1C(F)(F)F)N1CCC2(CC1)Oc1ccccc1C(=O)N2Cc1ccccc1F	-5%	1%
O=C(NC1CCCc2ccccc21)c1cc2c(Cl)nc3ccccc3c2s1 (stereo not given)	5%	-1%
CCOC(=O)c1ccc(NC(=O)CN2C(=O)C(C)(C)c3ccccc32)cc1	-10%[57.5 µM]	-6%[57.5 µM]
Cc1ccc(-c2csc(NC(=O)c3cc4cnn(C(C)C)c4nc3C)n2)cc1	-1%	5%
O=C(NCc1ccc2c(c1)CCN2C(=O)c1ccncc1)c1cccc(F)c1	28%	5%
CC(C)c1ccc(OCC(=O)Nc2cc(-c3nc4ncccc4o3)ccc2Cl)cc1	1%	15%
O=C(Cn1c(-c2cccs2)cc2cc(F)ccc21)N1CCCCC1	7%	-11%
N#Cc1cccc(Oc2ccccc2-c2ccccc2Oc2cccc(C#N)c2C#N)c1C#N	-7%	-11%
CC(C)=C(/C(=C/CS(=O)(=O)c1ccccc1)S(=O)(=O)c1ccccc1)S(=O)(=O)c1ccccc1	-7%	-15%
CC(=O)c1cccc(NC(=O)C(c2ccccc2)n2cnc3c2c(=O)n(C)c(=O)n3C)c1 (stereo not given)	2%	-7%
COc1ccccc1C1C(C(=O)Nc2ccccc2)=C(C)Nc2nc(-c3ccccc3)nn21 (stereo not given)	5%	-15%
O=C(NCC(O)c1ccc(F)cc1)Nc1ccc(F)cc1 (stereo not given)	4%	-4%
(cont.)
SMILES	UDG counter	AID inhibitor
Cc1ccc(S(=O)(=O)Nc2ccc3nc(-c4ccc(F)cc4)oc3c2)cc1	2%	158%[activator]
O=C(NC1CCCC1)c1ccc2c(c1)OCCCO2	14%	-1%
Cc1cccc(C)c1NC(=O)Cn1c(=O)n(Cc2ccccc2Cl)c(=O)c2cccnc21	23%	9%
CC(C)N(Cc1ccccc1)S(=O)(=O)c1ccc(N2CCCCS2(=O)=O)cc1	-7%	-18%
O=C(Cn1ccn(-c2ccc(F)c(F)c2)c(=O)c1=O)NCc1ccccc1	-3%[57.5 µM]	14%
COc1ccc(CCC(=O)Oc2ccc3c(c2)OCO3)cc1	2%	-4%
Cc1ccc(C)c(N2CCN(C(=O)Cn3c(-c4cccs4)cc4ccccc43)CC2)c1	-8%	13%
COc1ccc(-c2csc(/C(C#N)=C\c3ccccc3C(F)(F)F)n2)cc1	-17%	-5%
COc1ccc(-c2nc3scc(CCNS(=O)(=O)c4c(C)cc(C)cc4C)n3n2)cc1OC	-1%[57.5 µM]	-10%
CCc1nc2ccc(C(=O)N3CCN(c4cccc(C)c4C)CC3)cc2nc1CC	0%	5%
C=CCn1c(SCc2coc(-c3cccc(F)c3)n2)nnc1C1CCS(=O)(=O)C1 (stereo not given)	-7%	3%
COc1cc(/C=C/C(=O)OC(C)C(=O)c2ccc(C)cc2)ccc1OCC#N (stereo not given)	-1%	2%
CCOc1ccccc1NC(=O)c1sc2nc3n(c(=O)c2c1C)CCCCC3	-3%	-14%
Cc1cccn2c(=O)c3cc(C#N)c(=O)n(-c4nnc(SCc5ccccc5F)s4)c3nc12	-1%	-9%
CCOc1cc2c(cc1/C=C(/C#N)c1ccccn1)OC(C)C2 (stereo not given)	9%	56%[activator]
COc1ccccc1CNC(=O)c1ccccc1NC(=O)c1nsc2ccccc12	-6%	3%
CCN(c1ccc(OC)cc1)S(=O)(=O)c1nnc(NC(=O)c2ccccc2C)s1	-4%[57.5 µM]	30%
NC(=O)NC(=O)CSC1=Nc2ccccc2CS1	7%	-5%
Cc1ccc(NC(=O)Cn2nc(C)c3ccccc32)c(C)c1	1%	-3%
CCOC(=O)c1c(C)[nH]c(C)c1S(=O)(=O)N(C)CC(=O)Nc1cccc(C(F)(F)F)c1	0%	-3%
CC(=O)c1c(C)[nH]c(C(=O)CSc2nnc(C3CC3)o2)c1C	15%	3%
Cc1ccc(S(=O)(=O)NCCc2cn3c(C)csc3n2)cc1	5%[57.5 µM]	0%
C/C(=N\NC(=O)c1cccs1)c1cccc2ccccc12	-2%	-9%
O=[N+]([O-])c1ccc(C(c2sc3nc(-c4ccco4)nn3c2O)N2CCN(Cc3ccccc3)CC2)cc1 (stereo not given)	-7%[57.5 µM]	-1%
N=c1n(CCO)c2ccccc2n1Cc1ccccc1F	-4%	-10%
Carrying on.
SMILES	UDG counter	AID inhibitor
CCC(=O)Nc1ccccc1C(C)(C)C	5%	0%
CCOc1ccc(-n2cc(-c3ccccc3)c3c(Nc4cccc(F)c4)ncnc32)cc1	7%[57.5 µM]	-11%
Cc1ccc(C)c(C(=O)Nc2ccc(-c3nc4ccc(C)cc4s3)cc2)c1	-7%	-1%
COc1ccc(C(=O)Nc2ccc3sc(NC(=O)C(C)C)nc3c2)cc1OC	-5%	-12%
CCC1CCCCN1S(=O)(=O)c1ccc2c(c1)CCCN2C(C)=O (stereo not given)	0%	-17%
N#Cc1nc(-c2ccc(S(=O)(=O)N3CCOCC3)cc2)oc1N1CCCCCC1	-7%	-10%
CN(C)CC#CC(O)(c1ccccc1)C1(C)CCCC1 (stereo not given)	5%	0%
Cc1ccc2oc(-c3ccc(Cl)cc3)c(O)c(=O)c2c1	7%	30%
Cc1ccccc1NC(=O)c1c(NC(=O)c2cccs2)sc2c1CCC(C)C2 (stereo not given)	12%	-1%
Cc1c(NS(=O)(=O)c2ccccc2)cc(C(C)C)c(O)c1S(=O)(=O)c1ccc(Cl)cc1	-6%	-8%
CCN1C(=O)c2ccccc2Sc2ccc(NC(=O)COc3ccc(Cl)cc3)cc21	-20%[57.5 µM]	?
CCCC(=O)Oc1c(Sc2ccc(C)cc2)c(C)nn1-c1ccccc1	-12%	?

Part of the list above in order of length of the SMILES, smallest number first.
SMILES	UDG counter	AID inhibitor
Cc1ccc(C)c(C(=O)Nc2ccc(-c3nc4ccc(C)cc4s3)cc2)c1	-7%	-1%
Cc1ccc(-c2csc(NC(=O)c3cc4cnn(C(C)C)c4nc3C)n2)cc1	-1%	5%
CCN1C(=O)c2ccccc2Sc2ccc(NC(=O)COc3ccc(Cl)cc3)cc21	-20%[57.5 µM]	?

These rows are one share of the data (hit frequency here may not be typical).
